# FEN1 inh: qHTS Assay for the Inhibitors of Human Flap endonuclease 1 (FEN1); P39748; hit rate 0.35% among 390,000; Potency, µM (titrated, usually from 114 µM), for the others: at the top dose activity change, negative = inhibition, actives largely listed as inhibitors; Recombinant FEN1 flap cleavage, fluorescence, 15 min; also: nearly all actives have a fitted effect of over 65% in size
#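 Recombinant FEN1 (10 nM) was preincubated with pin-transferred compounds for 15 min at room temperature, then flap DNA substrate (50 nM final) was added. Plates were read at 0 and 15 min, and normalized concentration–response data were fitted to a four-parameter Hill equation.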
# DT40 TDP1 CPT: qHTS for Inhibitors of human tyrosyl-DNA phosphodiesterase 1 (TDP1): qHTS in cells in presence of CPT. chicken DT40 Tdp1-/-;hTDP1 cells + 20 nM CPT, ATP luminescence, 48 h. Potency, µM (titrated, usually from 46.2 µM), inactives show top-dose activity change, negative = growth inhibition, usual class: inhibitors. hit rate 12% among 420,000; also: nearly all actives have a fitted effect of over 55% in size
#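 Chicken DT40 Tdp1-/- cells stably complemented with human TDP1 were seeded at 400 cells/well in medium containing 20 nM camptothecin, exposed to pin-transferred compounds, and grown at 37 °C for at least 48 hr. Viability was read as ATP luminescence.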
# KAT2A inh: qHTS Assay for Inhibitors of GCN5L2 | Histone acetyltransferase KAT2A (Homo sapiens), Q92830 | GCN5L2 HAT assay, ThioGlo1 CoA-SH fluorescence | Potency, µM (doses to about 58.9 µM), without a hit: at the top dose activity change, negative = inhibition, most hits filed as inhibitors | hit rate 0.21% among 390,000 | AID 504327, 2011
# Target sequence (Q92830 whole entry, looked up): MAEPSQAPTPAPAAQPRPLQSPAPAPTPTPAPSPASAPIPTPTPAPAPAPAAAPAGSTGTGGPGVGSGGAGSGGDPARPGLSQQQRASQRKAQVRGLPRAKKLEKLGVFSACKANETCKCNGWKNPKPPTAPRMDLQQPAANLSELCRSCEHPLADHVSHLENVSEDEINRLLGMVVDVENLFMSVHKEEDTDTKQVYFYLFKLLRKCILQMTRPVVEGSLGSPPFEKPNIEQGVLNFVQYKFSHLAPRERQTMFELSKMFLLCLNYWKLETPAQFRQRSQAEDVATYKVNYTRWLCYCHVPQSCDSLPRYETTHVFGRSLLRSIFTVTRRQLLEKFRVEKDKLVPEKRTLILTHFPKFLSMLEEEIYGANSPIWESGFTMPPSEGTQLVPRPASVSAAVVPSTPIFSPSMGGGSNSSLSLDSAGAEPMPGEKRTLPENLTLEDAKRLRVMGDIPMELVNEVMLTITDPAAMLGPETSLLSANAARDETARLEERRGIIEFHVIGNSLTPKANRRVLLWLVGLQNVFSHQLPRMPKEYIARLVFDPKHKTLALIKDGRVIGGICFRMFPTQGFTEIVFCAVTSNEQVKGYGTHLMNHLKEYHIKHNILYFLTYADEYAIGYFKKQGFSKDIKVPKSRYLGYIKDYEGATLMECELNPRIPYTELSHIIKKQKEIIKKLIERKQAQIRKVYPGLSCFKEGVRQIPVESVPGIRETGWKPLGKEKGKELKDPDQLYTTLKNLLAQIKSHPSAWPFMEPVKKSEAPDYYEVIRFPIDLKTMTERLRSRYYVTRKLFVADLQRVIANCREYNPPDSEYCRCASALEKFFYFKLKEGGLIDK
#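 Fluorescence readout, Ex340nm/Em540nm: ThioGlo1 (50uM final) reacts with free CoA thiol released as 20nM GCN5L2 acetylates H3(1-25) peptide (75uM) using acetyl-CoA (70uM). Compound and enzyme sat 15 min beforehand; 20 min room-temperature reaction.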
# Numbers without * were called inactive; ? = inconclusive; . = no result given; & = joins results of further samples; [ ] = another dose, or the depositor's remark. Calls follow the shape of the dose curve; as a rule, active = well fitted curve in the direction sought with a large enough effect; inconclusive = small, poorly fitted or top-dose-only effect, or another doubt; inactive = no such curve, though single readings can be large; an effect the other way counts as inactive or inconclusive. % is scaled to controls: 0 for no effect and ±100 for the full control effect; potency is read from the fitted curve at half-maximal effect. Not all compounds are listed; count on the stated rates, not on these rows.
# Start of the listing, in advance:
# Each structure is followed by: FEN1 inh, DT40 TDP1 CPT, KAT2A inh
> Nc1nc(CN2CCN(c3ccccc3F)CC2)nc(Nc2ccccc2)n1
 : 6%, 23µM*, -2%
> Nn1c(SCC(=O)N2CCN(S(=O)(=O)c3ccccc3)CC2)nnc1-c1cccs1
 : -12%, -17%, 3%
> CC1CCN(C(=O)CN(c2ccc(Cl)c(C(F)(F)F)c2)S(C)(=O)=O)CC1
 : -9%, ?, 1%
> Cc1ccc2sc(N3CCN(C(=O)CCS(=O)(=O)c4ccc(F)cc4)CC3)nc2c1C
 : 12%, 4.1µM*, -4%

# Results, from the first entry:
# Each structure is followed by: FEN1 inh, DT40 TDP1 CPT, KAT2A inh
> Nc1nc(CN2CCN(c3ccccc3F)CC2)nc(Nc2ccccc2)n1
 : 6%, 23µM*, -2%
> Nn1c(SCC(=O)N2CCN(S(=O)(=O)c3ccccc3)CC2)nnc1-c1cccs1
 : -12%, -17%, 3%
> CC1CCN(C(=O)CN(c2ccc(Cl)c(C(F)(F)F)c2)S(C)(=O)=O)CC1
 : -9%, ?, 1%
> Cc1ccc2sc(N3CCN(C(=O)CCS(=O)(=O)c4ccc(F)cc4)CC3)nc2c1C
 : 12%, 4.1µM*, -4%
> CCc1ccc(NC(=O)C/C(C)=N/NC(=O)COc2ccccc2C)cc1
 : -15%, -28%, -5%
> COc1ccc(OC(C)C(=O)NC2CCCCCC2)cc1 (stereo unspecified)
 : -5%, -5%, .
> CCOC(=O)c1ccc(Nc2cnc3ccccc3n2)cc1
 : 1%, 2%, -4%
> Cc1nc(N2CCCC2)ncc1C(=O)NCc1ccc(Cl)cc1
 : -2%, -7%, 17%
> CC(Sc1nc(-c2ccccc2)cc(=O)[nH]1)C(=O)O (stereo unspecified)
 : -12%, -9%, 4%
> Brc1ccc(C2CC(c3ccccc3)=Nc3ccccc3N2)cc1 (stereo unspecified)
 : -19%, ?, -1%
> CCN(CC)S(=O)(=O)c1ccc2c(c1)N(CC(=O)Nc1ccc(C)cc1C)C(=O)C1CCCN21 (stereo unspecified)
 : -3%, 7%, 0%
> CCOC(=O)Cn1c(CN2CCN(C(=O)c3ccco3)CC2)nc2c1c(=O)n(C)c(=O)n2C
 : -2%, 2%, 2%
> CCc1ccc(NC(=O)Cn2c(=O)n(Cc3ccco3)c(=O)c3cccnc32)cc1
 : 15%, -16%, -8%
> O=C(C1=C(O)C(=O)N(CCOCCO)C1c1cccs1)c1cccs1 (stereo unspecified)
 : 1%, -4%, -11%
> O=c1[nH]c2ccc(NCc3ccc(F)cc3)cc2[nH]1
 : -7%, 9%, 0%
> Cc1ccc(Cl)cc1NC(=O)CN1C(=O)C(C)(C)c2cc(S(=O)(=O)N3CCCCC3)ccc21
 : 6%, ?, 0%
> O=c1c2ccccc2n2c(-c3ccc(F)c(F)c3)nnc2n1CCc1ccccc1
 : 9%, ?, -7%
> CCOc1ccc(NC(=O)CSc2nc3ccccc3c(=O)n2CCC(=O)NC2CCCCC2)cc1
 : 15%, -14%, 5%
> O=C(N/N=C/c1ccncc1)c1ccc(NS(=O)(=O)c2cccs2)cc1
 : 0%, -8%, -10%
> CCCC(CCC)C(=O)OC1C[C@H]2CC[C@@H](C1)[N+]2(C)C (stereo partly specified)
 : -7%, -20%&10%&-8%, -2%&-1%
> CC1CCc2nc(NC(=O)Cc3cccs3)sc2C1 (stereo unspecified)
 : -1%, -11%, -7%
> COc1ccc(CNC(=O)CSc2nn3c(=O)c(C(C)(C)C)nnc3s2)cc1OC
 : 0%, -22%, 0%
> CCN(CC)CCCNC(=O)c1ccc(OCC(=O)Nc2ccccc2C(F)(F)F)c(OC)c1
 : 15%, ?, 3%
> COCCn1c(C)cc(C(=O)CSc2nc(C)cc(C)c2C#N)c1C
 : 5%, 21µM*, -12%
> Cn1c(SCC(=O)Nc2ccc(C(=O)O)cc2)nc2scc(-c3ccccc3Cl)c2c1=O
 : -1%, 2%, 3%
> Cc1cc(OC(C)C(=O)Nc2ccc(S(=O)(=O)Nc3onc(C)c3C)cc2)cc(C)c1Cl (stereo unspecified)
 : 11%, 5%, -21%
> CCOC(=O)c1cc(NC(=O)Cc2ccc(S(=O)(=O)N3CCOCC3)s2)cc(C(=O)OCC)c1
 : -15%, 23µM*, -11%
> CCn1cc(C(=O)NCCCOC(C)C)c(=O)c2cc(S(=O)(=O)N3CCCC3)ccc21
 : 18%, -4%, -19%
> Cc1ccc(S(=O)(=O)N2CCC(C(=O)NCc3ccccc3CN3CCCC3)CC2)cc1
 : -11%, ?, 0%
> Cc1c(C(c2cc(O)ccc2O)c2c(C)n(C)n(-c3ccccc3)c2=O)c(=O)n(-c2ccccc2)n1C
 : 14%, -2%, .
> O=C(Nc1ccccc1F)c1cc2nc(C(F)F)cc(C(F)F)n2n1
 : -3%, -5%, -5%
> Cc1nc(-c2ccccc2)nn1-c1ccc([N+](=O)[O-])cc1
 : 8%, -7%, .
> COc1cccc(OCCOCC(O)CN2CCN(Cc3ccc(Cl)cc3)CC2)c1 (stereo unspecified)
 : -4%, -26%, -5%
> O=C(NCc1ccc(Cl)c(Cl)c1)c1cccnc1
 : 8%, -25%, -11%
> O=C(NCc1ccco1)Nc1cccc([N+](=O)[O-])c1
 : 11%, ?, -19%
> CCc1ccc(NC(=O)CC2C(=O)N(c3ccc(Cl)cc3)C(=O)N2Cc2cccs2)cc1 (stereo unspecified)
 : 16%, 4.6µM*, -10%
> CCCN1C(=O)c2ccccc2NC1c1ccc(OC)cc1O (stereo unspecified)
 : 3%, -24%, -6%
> O=C(Nc1nc(-c2ccc(F)cc2)cs1)C1CCCO1 (stereo unspecified)
 : -6%, ?, -3%
> CCN(CC)C(=O)C1=C(C)NC(=S)NC1c1cn(-c2ccccc2)nc1-c1ccc(Cl)cc1 (stereo unspecified)
 : -20%, -25%, -12%
> CCCCNC(=O)CSc1nc2ccccc2c(=O)n1CCNC(C)=O
 : -3%, -3%, 4%

# Quoted at random: 3 compounds from above.
# Each structure is followed by: FEN1 inh, DT40 TDP1 CPT, KAT2A inh
> CCCN1C(=O)c2ccccc2NC1c1ccc(OC)cc1O (stereo unspecified)
 : 3%, -24%, -6%
> O=C(Nc1ccccc1F)c1cc2nc(C(F)F)cc(C(F)F)n2n1
 : -3%, -5%, -5%
> O=C(NCc1ccc(Cl)c(Cl)c1)c1cccnc1
 : 8%, -25%, -11%

# Compound profiles, from the list above. Order of screens: FEN1 inh | DT40 TDP1 CPT | KAT2A inh
# `O=C(Nc1nc(-c2ccc(F)cc2)cs1)C1CCCO1` (stereo unspecified) is listed with -6% | ? | -3%
# `COc1cccc(OCCOCC(O)CN2CCN(Cc3ccc(Cl)cc3)CC2)c1` (stereo unspecified) is listed with -4% | -26% | -5%

# Further records.
# Each structure is followed by: FEN1 inh, DT40 TDP1 CPT, KAT2A inh
> COc1ccccc1CNC(=O)C1CCN(C(=O)NC2CCCCC2)CC1
 : -7%, -13%, -15%
> CCc1ccccc1N1CC(C(=O)Nc2cc(C)on2)CC1=O (stereo unspecified)
 : -5%, -1%, -2%
> CCCc1cc2c(cc1NC(=O)c1ccccc1Cl)OCO2
 : 4%, -20%, 3%
> Cc1ccc2cc(C)c3nnc(SCC(=O)c4cccs4)n3c2c1C
 : -7%, -22%, -4%
> O=C(NNc1c2ccccc2nc2ccccc12)c1cc2ccccc2cc1O
 : 50µM*, 23µM*, -11%
> COc1ccc(/C=N/NC(=O)c2ccccc2O)cc1Cn1cc(Cl)cn1
 : -7%, -29%, -26%
> CC(C)CN(C(=O)CSc1n[nH]c(-c2cccs2)n1)C1CCS(=O)(=O)C1 (stereo unspecified)
 : 1%, -6%, -8%
> CCCCCC(=O)Cc1cc(O)cc2c1C(=O)Oc1cc(O)c(C(=O)O)c(CCCCC)c1O2
 : ?, ?, -24%
> c1ccc(-c2cc(N3CCCCC3)nc(-c3ccccc3)n2)cc1
 : -1%, -16%, -2%
> O=C(CNC(=O)c1ccccc1)NCC(O)c1ccc([N+](=O)[O-])cc1 (stereo unspecified)
 : -1%, -5%, 1%
> COc1cc(/C=C2\C(=N)N3N=C(S(C)(=O)=O)SC3=NC2=O)cc(OC)c1OCCOc1ccccc1C
 : -22%, 18%, -25%
> CCOC(=O)C1=CCN(Cc2ccccc2)CC1
 : 22%, 41%[activator], 0%
> CC(C)N(C(=O)CSc1nnc(NC(=O)C2CCC2)s1)C(C)C
 : -8%, -9%, 0%
> CCn1c(CNS(=O)(=O)c2ccc(Cl)cc2)n[nH]c1=S
 : 2%, 5%, -4%
> O=C(CN1C(=O)/C(=C/c2ccccc2F)Sc2ccccc21)NCC1CCCO1 (stereo unspecified)
 : 17%, ?, -16%
> COCCNC(=O)CN(C(=O)CCC(=O)Nc1ccccn1)c1ccc(C)cc1C
 : -9%, 1%, 4%
> Cc1ccc(/C=C2\SC(=S)N(CCC(=O)NNC(=O)c3cccc(O)c3)C2=O)cc1
 : -1%, ?, -14%
> O=[N+]([O-])c1cccc2c(S(=O)(=O)N3CCOCC3)cccc12
 : 11%, ?, ?
> CCOC(=O)c1[nH]c(C)c(/C(O)=C2\C(=O)C(=O)N(CCN3CCOCC3)C2c2ccco2)c1C (stereo unspecified)
 : -13%, 9%, -8%
> Cc1ccc(-c2ccc(/C=C3\SC(N4CCOCC4)=NC3=O)o2)cc1
 : ?, 10µM*, -11%
> Cc1ccc(Cc2c(C)nc3nc(SCC(=O)NCCCN4CCOCC4)nn3c2C)cc1
 : -4%, -2%, -4%
> CSc1cccc(NS(=O)(=O)c2ccccc2)c1
 : -12%, -4%, -23%
> Cc1ccc(N2C(=O)c3ccccc3NC2(C(=O)O)c2ccccc2)cc1Cl (stereo unspecified)
 : -5%, -2%, -4%
> COc1ccc(C(=O)N2c3nc(-c4ccco4)nn3C3(CCCCC3)[C@@H]3CCCC[C@@H]32)cc1OC
 : 0%, 16µM*, -6%
> C/C(=N\NC(=O)c1cccc(S(=O)(=O)N2CCCC2)c1)c1ccc(OCC(=O)N(C)C)cc1
 : 1%, -21%, 3%
> COc1cc2[nH]c3c(=O)n(CCN(C(C)C)C(C)C)cnc3c2cc1OC
 : -6%, 0%, 1%
> CCOC(=O)C(=N/O)/C(C)=N/NC(C)=O
 : -5%, -5%, -1%
> Cc1nc2ccsc2c(=O)n1-c1ccc(Cl)cc1
 : -2%, -10%, 0%
> N#Cc1c(NC(=O)/C=C/c2ccco2)sc2c1CCCC2
 : 4%, 0.23µM*, 45%[activator]
> O=C(CSc1nc(-c2cccs2)cc(C(F)(F)F)n1)NCCCn1ccnc1
 : -16%, -11%, 1%

# Brought forward from above: 2 compounds; new compounds follow.
# Each structure is followed by: FEN1 inh, DT40 TDP1 CPT, KAT2A inh
> N#Cc1c(NC(=O)/C=C/c2ccco2)sc2c1CCCC2
 : 4%, 0.23µM*, 45%[activator]
> O=C(CSc1nc(-c2cccs2)cc(C(F)(F)F)n1)NCCCn1ccnc1
 : -16%, -11%, 1%
> O=C1CCC(C(=O)OCc2nnc(-c3ccc(Cl)cc3)o2)=NN1
 : -4%, 26%, -4%
> COC(=O)c1ccc(Cn2nnc3c(=O)[nH]c(C4CCN(S(=O)(=O)c5ccc(F)cc5)CC4)nc32)cc1
 : -7%, 0%, -26%
> Cn1c(=S)n(/N=C/c2cccs2)c2ccccc21
 : -19%, 5%, -5%
> O=[N+]([O-])c1ccc(S(=O)(=O)Nc2nc(-c3ccccc3)cs2)cc1
 : 4%, ?, -1%
> CC1CN(C(=O)CCC(=O)NCc2ccccc2)c2ccccc2S1 (stereo unspecified)
 : -17%, -7%, 12%
> COCc1cc(C)nc(SCc2ccccc2Cl)c1C#N
 : 8%, 1%, -7%
